Pol eta inh: blocks human DNA polymerase eta activity | Q9Y253 | recombinant Pol eta, fluorescent DNA replication assay | Potency, µM (top dose mostly 114 µM), for inactives: top-dose activity change, negative = inhibition, actives largely listed as inhibitors | 390,000 compounds, 1.2% hits | AID 588591; further: potency means the concentration at half of the fitted maximal effect; on the % scale 0 is the no-effect control and ±100 the full control effect
Target sequence (Q9Y253 whole entry, looked up): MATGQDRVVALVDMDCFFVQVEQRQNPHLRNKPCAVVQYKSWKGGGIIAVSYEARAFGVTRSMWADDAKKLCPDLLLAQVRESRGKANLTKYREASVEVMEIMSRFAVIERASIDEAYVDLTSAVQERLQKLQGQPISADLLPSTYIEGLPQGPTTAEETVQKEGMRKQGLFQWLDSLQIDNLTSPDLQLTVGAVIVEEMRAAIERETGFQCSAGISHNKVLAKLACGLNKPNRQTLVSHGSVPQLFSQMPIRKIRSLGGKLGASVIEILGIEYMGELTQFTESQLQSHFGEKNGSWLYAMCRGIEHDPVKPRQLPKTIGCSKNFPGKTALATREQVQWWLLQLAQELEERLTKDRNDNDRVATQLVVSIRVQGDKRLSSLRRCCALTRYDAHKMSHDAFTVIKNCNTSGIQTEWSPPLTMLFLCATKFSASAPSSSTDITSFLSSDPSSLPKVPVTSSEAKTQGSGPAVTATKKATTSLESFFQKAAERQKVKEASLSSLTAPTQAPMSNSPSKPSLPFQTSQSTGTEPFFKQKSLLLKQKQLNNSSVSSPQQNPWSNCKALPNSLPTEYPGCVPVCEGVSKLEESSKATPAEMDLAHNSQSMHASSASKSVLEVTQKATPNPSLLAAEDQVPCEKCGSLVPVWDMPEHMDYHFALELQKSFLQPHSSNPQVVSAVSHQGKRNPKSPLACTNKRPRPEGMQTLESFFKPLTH
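Pol eta (10 nM) was preincubated with compounds for 15 min at room temperature, after which fluorescent replication substrate (50 nM final) was added to start the reaction. Fluorescence was read kinetically at 0 and 10 min.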
BLM inh: Bloom syndrome helicase (human) inhibition. 350,000 compounds, 0.2% hits. recombinant BLM DNA unwinding, fluorescence dequenching. AID 2528. P54132. Potency, µM (doses to about 56.1 µM), inactives show at the highest dose activity change, negative = inhibition, usual class: inhibitors;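 further: potency means the concentration at half of the fitted maximal effect; plate controls were vehicle for no effect and no enzyme for full effect; nearly all actives have a fitted effect of over 35% in size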
APEX1 inh: APE1 (human) endonuclease inhibition | Potency, µM (top dose mostly 65.8 µM), without a hit: at the highest dose activity change, negative = inhibition, actives largely listed as inhibitors | AID 2517 | 350,000 compounds, 0.35% hits | recombinant APE1, TAMRA/BHQ-2 abasic DNA cleavage fluorescence;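 further: potency means the concentration at half of the fitted maximal effect; plate controls were vehicle for no effect and reference inhibitor for full effect; nearly all actives have a fitted effect of over 55% in size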
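Measures dequenching upon AP-site incision of a 5'-TAMRA/3'-BHQ-2 THF-containing duplex, 50 nM; human APE1 0.75 nM after 15 min room-temperature exposure to compound; kinetic three-point read at one-minute spacing.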
Pol beta inh: DNA polymerase beta (human) inhibition. P06746. Pol beta primer extension/strand displacement, fluorescence kinetic. Potency, µM (doses to about 114 µM), inactives show at the highest dose activity change, negative = inhibition, most hits filed as inhibitors. 340,000 compounds, 1.3% hits; further: potency means the concentration at half of the fitted maximal effect; on the % scale 0 is the no-effect control and ±100 the full control effect
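Reaction started by 50 nM substrate onto compound-treated Pol beta (10 nM, 15 min preincubation, room temperature); plates read at 0 min and 10 min. Normalized concentration-effect data fitted by four-parameter Hill equation.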
LDHA inh: blocks human lactate dehydrogenase A; P00338; purified LDHA, NADH/diaphorase-resazurin fluorescence; active compounds read low; activity change, % (values are at about 110 or 230 µM); AID 1347041; 480,000 compounds, 0.15% hits; in the data active means activity change below about -30%; inconclusive means mostly about -25% to -30%;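 further: plate controls were DMSO wells for no effect and wells without enzyme for full effect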
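Human LDH5 at 2 nM final in Tris HCl pH 7.4 with 0.06 mM NADH and 0.2 mM pyruvate, reacted 5 minutes at room temperature. Remaining NADH coupled via diaphorase/resazurin; resorufin fluorescence read at 0 and 20 minutes, normalized to enzyme-free and DMSO wells.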
Anesthetic bind: candidate novel general anesthetic via apoferritin binding; 350,000 compounds, 0.074% hits; apoferritin/1-aminoanthracene competitive binding, fluorescence; P02791; Potency, µM (series often up to 77.5 µM), for the others: top-dose activity change, negative = displacement, usual class: inhibitors; AID 485281; further: potency means the concentration at half of the fitted maximal effect; on the % scale 0 is the no-effect control and ±100 the full control effect; nearly all actives have a fitted effect of over 20% in size
Target sequence (P02791 2-175 limits assumed): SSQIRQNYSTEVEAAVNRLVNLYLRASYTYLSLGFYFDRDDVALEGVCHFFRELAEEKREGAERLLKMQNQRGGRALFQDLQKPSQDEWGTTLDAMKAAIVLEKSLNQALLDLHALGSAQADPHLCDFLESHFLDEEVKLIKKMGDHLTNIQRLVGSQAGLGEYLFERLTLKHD
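10 uM apoferritin + 50% sat. 1-AMA, PBS; cpd 10 min RT; Ex380/Em535 endpoint; normalized to free probe vs complex; 4-param Hill fit; propofol titration as pos. ctrl.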
Glioma ERSR ind: ER stress response induction in glioma; U87-MG GRP78 promoter luciferase reporter, 16 h; Potency, µM, for inactives: at the highest dose activation, most hits filed as activators; 420,000 compounds, 0.02% hits; AID 602332; further: potency means the concentration at half of the fitted maximal effect; series mostly up to about 76 µM; % of control where 0% means no effect; nearly all actives have a fitted effect of over 35% in size
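Stably transfected U87-MG human glioma cells carrying a GRP78-based luminescent sensor were seeded at 1000 cells/well, pin-dosed with compounds and incubated 16 h. Luciferase reagent was then added, and end-point luminescence was read after 10 min at room temperature.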
POLK inh: DNA polymerase kappa (human) inhibition | Q9UBT6 | purified Pol kappa, fluorescent DNA synthesis assay, 10 min | Potency, µM (titrated, usually from 107 µM), inactives show at the highest dose activity, negative = inhibition, hits mostly inhibitors | 400,000 compounds, 0.53% hits; further: potency means the concentration at half of the fitted maximal effect; on the % scale 0 is the no-effect control and ±100 the full control effect
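Activity was followed as the change in fluorescence between reads at 0 and 10 min after starting the reaction with 50 nM substrate. Beforehand, 10 nM polymerase had been preincubated with compound for 15 min at room temperature.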
Pol iota inh: blocks human DNA polymerase iota activity; Q9UNA4; 390,000 compounds, 1% hits; Pol iota fluorescent replication assay, 10 min; Potency, µM (series often up to 115 µM), for inactives: at the highest dose activity, negative = inhibition, actives largely listed as inhibitors; AID 588590; further: potency means the concentration at half of the fitted maximal effect
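Pol iota at 10 nM preincubated 15 min with compounds at room temperature; reaction started with fluorescent substrate, 50 nM final. Fluorescence read kinetically at 0 and 10 min; buffer-only wells as negative control.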
Active calls of the source: *; ? = inconclusive; / = no result given; & = joins results of further samples; [ ] = remark or other dose. Unless noted, the call rests on the fitted dose curve; in most records, active means well fitted curve in the direction sought with a large enough effect; inconclusive means small, poorly fitted or top-dose-only effect, or another doubt; inactive means no such curve, though single readings can be large; an effect the other way counts as inactive or inconclusive.

Each structure is followed by: Pol eta inh	BLM inh	APEX1 inh	Pol beta inh	LDHA inh	Anesthetic bind	Glioma ERSR ind	POLK inh	Pol iota inh
> Cc1ccc(NC(=O)CN2CCCCC2)c2c1CC(C)(C)O2
    -6%	-1%	-2%	-15%	2	-3%	-3%	-7%	-2%
> COc1cc(/C=N/NC(=O)CC(=O)NC2CCCCC2)ccc1O
    -5%	-5%	1%	33%	-9	-19%	-1%	-2%	9%
> O=C1CC(NS(=O)(=O)c2ccc([N+](=O)[O-])cc2)CN1c1cccc(F)c1 (stereo unspecified)
    -17%	/	4%	/	-5	/	-4%	-4%	3%
> Cc1ccc(S(=O)(=O)N2CCN(C(=O)CCn3cncn3)CC2)cc1
    -22%	-2%	65%[activator]	10%	-2	0%	-5%	-1%	2%
> CCCNC(=O)Nc1cccc(NC(C)=O)c1
    -10%	-2%	15%	4%	-1	7%	0%	8%	27%
> COc1ccc(-c2nc3scc(CCNS(=O)(=O)c4ccc(F)c(C(F)(F)F)c4)n3n2)cc1OC
    -18%	-7%	/	-6%	-4	-2%	-3%	-8%[60.1 µM]	23%
> COc1cccc(NC(=O)COC(=O)c2cc(S(=O)(=O)N3CCOCC3)ccc2C)c1
    -17%	-3%	4%	0%	-1	-14%	0%	-7%	5%
> COc1ccccc1CNc1ncncc1-c1ccc(N(C)C)cc1
    /	-4%	-3%	/	/	-16%	-2%	-10%[60.1 µM]	/
> Cc1nnc(SCC(=O)NCC2CCCCC2)n(N)c1=O
    -9%	1%	0%	33%	-12	-24%	-3%	0%	2%
> O=C(COC(=O)CN1C(=O)c2ccccc2C1=O)NC1CCCC1
    -19%	-3%	16%	1%	-9	-6%	-5%	3%	141%[activator]
> Cc1ccc(OCCC(=O)OCC(=O)NC(=O)NCc2ccccc2)cc1
    -20%	/	0%	/	-4	/	-3%	-11%	15%
> NC(N)=NS(=O)(=O)c1ccc(N)cc1
    -6%	2%	3%	0%	-12	-4%	1%&-4%&-3%	-7%	-14%
> Cc1cc(NC(=O)COC(=O)c2ccco2)no1
    -12%	-1%	-6%	48%	-9	-3%	-5%	-3%	82%[activator]
> O=C(c1cc2c(s1)CCCC2)N1CCN(Cc2ccc3c(c2)OCO3)CC1
    -17%	-6%	6%	9%	6	-12%	-5%	-2%	?
> COc1ccccc1OCc1ccc(C(=O)NCC(C)C)o1
    1%	0%	0%	-2%	-4	-9%	-1%	-3%	10%
> O=C(OCCc1cc2ccccc2c(=O)o1)c1cccc(Br)c1
    -5%	/	-12%	/	-1	/	-2%	-10%	0%
> CCOc1c(Cl)cc(/C=N/O)cc1OC
    -21%	-2%	10%	20%	-4	-24%	-4%	1%	-16%
> CC1CCCCC12NC(=O)N(CC(=O)c1ccc[nH]1)C2=O (stereo unspecified)
    13%	-4%	-3%	-2%	3	?	-11%	-44%	?
> Cc1ccccc1Cc1c(C)nc2c(C(=O)N3CCN(Cc4ccc5c(c4)OCO5)CC3)cnn2c1C
    2%	/	/	/	-5	/	-1%	-4%	15%
> CCOc1ccc(CNC(=O)Cn2c(=O)c3cccn3c3ccc(F)cc32)cc1
    -4%	-5%	/	-8%	-4	-16%	-6%	-5%	-13%

Going on with the list.
Each structure is followed by: Pol eta inh	BLM inh	APEX1 inh	Pol beta inh	LDHA inh	Anesthetic bind	Glioma ERSR ind	POLK inh	Pol iota inh
> CCOC(=O)c1[nH]c2ccc(OC)cc2c1NC(=S)N1CCN(c2ccccc2)CC1
    -7%	-2%	5%	?	-5	-6%	-3%	-11%	4%
> Cc1cccc(-c2nnc3n2N=C(c2ccccc2Br)CS3)c1
    8%	0%	-1%	29%	-10	?	-7%	-7%	34%[activator]
> O=c1[nH]c(Cc2ccc(F)cc2)nc2scc(-c3ccc(F)cc3)c12
    -15%	5%	-4%	13%	-2	-8%	-2%	0%	2%
> CCCC(=O)Nc1nc2ccc(S(=O)(=O)N3CCCCC3)cc2s1
    -9%	6%	13%	2%	-2	0%	-7%	-5%	0%
> O=C(/C=C/c1ccccc1)NC(=S)N1CCSCC1
    -23%	-2%	18%	29%	-3	-14%	-5%	6%	87%[activator]
> CCOC(=O)c1c(NC(=O)c2cc3nc(-c4ccc(OC)cc4)cc(C(F)(F)F)n3n2)sc2c1CCC(C)C2 (stereo unspecified)
    -15%	1%	/	-14%	-5	-12%	-2%	-4%[60.1 µM]	14%
> CC(=O)NC(Cc1ccc(F)c(F)c1)C(=O)NC1CCN(C(=O)c2ccc(Cl)cc2)CC1 (stereo unspecified)
    0%	-2%	5%	22%	-5	3%	-5%	-8%	95%[activator]
> CC(=O)N1CCOc2cc(S(=O)(=O)NC(C)c3ccccc3)c(Cl)cc21 (stereo unspecified)
    -7%&-11%	2%&-5%	-23%	1%&1%	2&-2	-19%&-6%	5%&-4%	-3%&-14%	?
> CC1CCN(C(=O)CSC2=NS(=O)(=O)c3cc(F)ccc3N2)CC1
    -1%	/	47%	/	-19	/	-2%	-24%	?
> O=C(Cn1cnc2c(oc3ccccc32)c1=O)NCc1ccco1
    -5%	-3%	-1%	4%	1	-11%	2%	-8%	?
> Cc1ccccc1CSc1nc2ccsc2c(=O)n1CCC(C)C
    -9%	-4%	/	0%	-4	-1%	-2%	-1%[60.1 µM]	21%
> CCOC(=O)Cn1c(=NC(=O)c2cc(-c3cccs3)nc3ccccc23)sc2cc(S(N)(=O)=O)ccc21
    7%	-3%	?	20%	-8	-4%	-8%	-19%	1%
> O=C(COc1ccccc1Cl)Nc1cc(Cl)ccc1O
    -4%	1%	-1%	1%	-10	-2%	-6%	-4%	17%
> Cc1ccc2cc(C3CC(c4ccco4)=NN3C(=O)CCCC(=O)O)c(Cl)nc2c1 (stereo unspecified)
    -5%	-1%	-8%	-4%	-1	41%[activator]	-3%	6%	3%
> CC(OC(=O)c1cccc(-n2cnnn2)c1)C(=O)N(C)c1ccccc1 (stereo unspecified)
    7%	-6%	2%	0%	-1&-16	-6%	-4%	-11%	15%
> O=C(N/N=C/c1cccnc1)c1sc2ccccc2c1Cl
    -18%	3%	-2%	1%	-2	-15%	5%	-1%	-2%
> COCc1c(C(=O)Nc2ccc(C)c(S(=O)(=O)N3CCOCC3)c2)oc2ccccc12
    -21%	/	/	/	-7	/	4%	-5%	16%
> CCOC(=O)c1ccc(S(=O)(=O)Nc2ccccc2-c2nnn(CC)n2)cc1
    -10%	-7%	-3%	-14%	1	-8%	-3%	-10%	-16%
> CC(=O)Nc1nnc(Cc2ccccc2)s1
    -8%	-4%	-4%	11%	-9	-19%	0%	1%	18%
> COc1ccc(OC)c(NC(=S)NC(=O)c2ccc(Br)o2)c1
    -12%	-1%	2%	46%	0	-6%	-4%	8%	26%

More records follow.
Each structure is followed by: Pol eta inh	BLM inh	APEX1 inh	Pol beta inh	LDHA inh	Anesthetic bind	Glioma ERSR ind	POLK inh	Pol iota inh
> CCCN1C(=O)C2(c3ccccc31)c1c(oc3ccc(F)cc3c1=O)C(=O)N2CCCOC(C)C (stereo unspecified)
    -15%	4%	/	0%	-1	-4%	0%	-13%	5%
> COCC(=O)N1CCC[C@@]2(CCN(C(=O)Nc3ccccc3)C2)C1
    /	2%	-2%	/	/	/	-2%	6%[60.1 µM]	/
> CN(Cc1cccc(F)c1)C(=O)CSc1nnc(C2CC2)n1C1CC1
    3%	/	7%	/	-5	/	-4%	-19%	67%[activator]
> Cc1nnc(SCCn2c(N3CCN(C)CC3)nc3c2c(=O)n(C)c(=O)n3C)s1
    -2%	-1%	-7%	1%	-8	1%	0%	-6%	-4%
> CCC(=O)N1CCc2cc(Br)cc(S(=O)(=O)CCC(=O)N3CCN(c4cc(C)ccc4C)CC3)c21
    -11%	0%	/	?	-7	2%	-3%	-4%	16%
> COc1ccc(C)cc1NC(=O)c1cc(S(=O)(=O)N2CCN(c3cccc(C)c3C)CC2)ccc1F
    -4%	-3%	/	2%	-2	-3%	-2%	4%[60.1 µM]	-27%
> Cc1cc(NC(=O)/C(C#N)=C/c2ccc(-c3cccc(C(F)(F)F)c3)o2)n(-c2ccccc2)n1
    -19%	-8%	-4%	2%	-3	-19%	-3%	-26%	12%
> CC(C)NC(=O)Cn1cc(S(=O)(=O)N2CCCC2)c(S(=O)(=O)N2CCCC2)c1
    -3%	0%	-12%	16%	0	-2%	-2%	-7%	13%
> O=C1/C(=C/c2ccc(O)c(O)c2)Oc2cc(O)ccc21
    20µM*	-15%	?	-30%	4	70%[activator]	13%	28µM*	?
> C=C(CN(C)C)C(=O)c1ccc(C)cc1C
    -10%	/	/	/	-15	/	-14%	-5%	?
> CC(C)n1nnnc1SCC(=O)N1CCN(C(=O)c2ccco2)CC1
    -7%	-2%	1%	1%	3	0%	-2%	7%	0%
> N=C1C(c2nc3ccccc3s2)=C(O)CN1CCCO
    -16%	0%	-1%	2%	-5	-2%	?	3%	6%
> CCCCN1C(=O)N(c2nnc(C(C)(C)C)s2)C(O)C1c1ccc(C)cc1 (stereo unspecified)
    -25%	-14%	-7%	15%	4	-19%	2%	-10%	16%
> CN(C(=O)c1cnccn1)c1c(N)n(Cc2ccccc2)c(=O)[nH]c1=O
    -13%	/	8%	/	-2	/	-3%	1%	20%
> CCCS(=O)(=O)N1CCC(C(=O)NCc2ccco2)CC1
    ?	-4%	-2%	-3%	-11	-10%	-3%	-12%	?
> Cc1cc(NC(=O)c2ccc(Cl)cc2)c(C)cc1O
    -20%	-11%	-1%	?	-5	-5%	1%	1%	36%[activator]
> CCCCCNC(=O)CCn1c(=O)oc2ccccc21
    -3%	-8%	-7%	18%	-19	-10%	-2%	2%	18%
> COc1ccc(S(=O)(=O)NNC(=S)NCCc2ccccc2)c(OC)c1
    -8%	-4%	19%	29%	-7	-1%	-2%	2%	27%
> COc1ccc(OCC(O)CNC(=O)c2ccc(C)cc2)cc1 (stereo unspecified)
    -8%	2%	-6%	26%	-7	-5%	0%	-5%	16%
> COc1cc2c(cc1OC)C1C/C(=N\O)C(CC(C)C)CN1CC2 (stereo unspecified)
    -19%	-2%	1%	14%	10	-7%	-3%	-9%	14%

Compound activity deposited in PubChem by National Center for Advancing Translational Sciences (NCATS).

Not all compounds are listed; count on the stated rates, not on these rows.
